U2OS ROS induce – cancer cell ROS induction; U2OS ROS induction, H2DCF-DA fluorescence; ROS induction (% of piperlongumine), % at 10 µM; actives 2% (n = 46,000); AID 624156; in the data active = ROS induction above about 79%, passing the limit was not always enough; inconclusive = no clear call, values can overlap the other calls;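 also: 0% = DMSO vehicle median and 100% = reference compound median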
Active calls of the source: *; ? = inconclusive. The list is partial, so the mix of outcomes need not match the whole.

mol,U2OS ROS induce
COc1ccc(S(=O)(=O)N(C)C[C@H]2Oc3c(NC(=O)C4CC4)cccc3C(=O)N([C@@H](C)CO)C[C@@H]2C)cc1,-5.0
C[C@H]1CN([C@@H](C)CO)C(=O)c2cccc(NS(=O)(=O)c3ccccc3)c2O[C@@H]1CN(C)CC1CCCCC1,-4.5
Cc1ccc(C2=NN(C(=O)CCC(=O)O)C(c3ccc(F)cc3)C2)cc1 (configuration not stated),20.1
Cc1ccc(S(=O)(=O)Nc2ccc3c(c2)C(=O)N([C@@H](C)CO)C[C@@H](C)[C@@H](CN(C)C(=O)Nc2ccccc2)O3)cc1,-4.1
C[C@@H]1CC[C@]2(C(=O)O)CC[C@]3(C(=O)O)C(=CCC4[C@@]5(C)CC[C@H](O[C@@H]6O[C@H](C)[C@H](O)[C@H](O)[C@H]6O)C(C)(C)C5CC[C@]43C)C2[C@H]1C (some centres not stated),-5.7
O=C(c1ccncc1)N1C2C=CC(C2)C1(C(F)(F)F)C(F)(F)F (configuration not stated),-15.5
O=C(NCc1ccco1)c1cc(-c2ccc(F)cc2)no1,-0.6
Cc1noc(C)c1NC(=O)Nc1ccc2c(c1)C(=O)N([C@@H](C)CO)C[C@@H](C)[C@H](CN(C)Cc1ccncc1)O2,-10.8
CNC[C@H]1Oc2c(NC(=O)Nc3ccc4c(c3)OCO4)cccc2C(=O)N([C@H](C)CO)C[C@@H]1C,-8.7
CC(C)NC(=O)Nc1ccc2c(c1)CC(=O)N([C@H](C)CO)C[C@H](C)[C@H](CN(C)Cc1ccc(-c3ccccc3)cc1)O2,20.8
COC(=O)c1ccccc1NC(=O)COC(=O)c1cc2ccccc2o1,-6.5
C[C@H]1CN([C@@H](C)CO)C(=O)c2cc(NS(=O)(=O)c3ccc(Cl)cc3)ccc2O[C@H]1CN(C)CC1CCCCC1,-5.5
C[C@H]1CN([C@@H](C)CO)C(=O)c2cc(NS(=O)(=O)c3ccc(F)cc3)ccc2O[C@@H]1CN(C)S(=O)(=O)c1cn(C)cn1,-9.1
C[C@H]1CN([C@@H](C)CO)C(=O)c2cccc(NC(=O)Nc3ccc(F)cc3)c2O[C@@H]1CN(C)S(=O)(=O)c1ccc(Cl)cc1,20.7
C[C@H](CO)N1C[C@H](C)[C@@H](CN(C)S(=O)(=O)c2ccc(Cl)cc2)Oc2c(NC(=O)Nc3ccc(F)cc3)cccc2C1=O,19.9
C[C@@H]1CN([C@H](C)CO)C(=O)CCCn2cc(nn2)CO[C@H]1CN(C)S(=O)(=O)c1ccc(-c2ccccc2)cc1,0.1
Cc1noc(C)c1S(=O)(=O)Nc1ccc2c(c1)CC(=O)N([C@@H](C)CO)C[C@H](C)[C@@H](CN(C)CC1CCCCC1)O2,12.3
Cc1cc(F)ccc1NS(=O)(=O)c1cc(Br)cnc1N,-8.5
Cn1c2ccccc2c2cnn(CC(=O)O)c(=O)c21,-6.3
O=C(Nc1ccccc1)c1cnc[nH]1,6.3
C[C@@H]1CN([C@@H](C)CO)C(=O)Cc2cc(NS(=O)(=O)c3cn(C)cn3)ccc2O[C@@H]1CN(C)C(=O)Nc1ccc2c(c1)OCO2,5.3
COc1cccc(NC(=O)c2cc([N+](=O)[O-])ccc2NCc2cccnc2)c1,54.3
CCOC(=O)N1CCC(NC(=O)c2cc(S(=O)(=O)N(CC)CC)ccc2F)CC1,17.5
CCOC(=O)c1c(SC)n(-c2ccccc2)c(=S)n(-c2ccccc2)c1=O,21.0
O=C1/C(=C/c2ccc(O)cc2)SC(=S)N1CC1CCCO1 (configuration not stated),17.0
C[C@@H]1CN([C@H](C)CO)C(=O)c2cccc(N(C)C)c2O[C@H]1CN(C)Cc1ccc(C(=O)O)cc1,-5.7
COc1ccc(-n2c(SCC(=O)N(c3ccccc3)c3ccccc3)nc3ccccc3c2=O)cc1,28.1
C[C@@H]1CN([C@H](C)CO)C(=O)Cc2cc(NC(=O)Nc3ccc(F)cc3)ccc2O[C@H]1CN(C)CC1CCCCC1,1.6
CCCNC(=O)NS(=O)(=O)c1ccc(Cl)cc1,-2.1
C[C@@H]1CN([C@H](C)CO)C(=O)Cc2cc(NS(=O)(=O)c3ccccc3)ccc2O[C@@H]1CN(C)S(=O)(=O)c1ccc(F)cc1,11.5

Among those listed so far, 4 contain a Cl atom.
mol,U2OS ROS induce
C[C@H]1CN([C@@H](C)CO)C(=O)c2cc(NS(=O)(=O)c3ccc(Cl)cc3)ccc2O[C@H]1CN(C)CC1CCCCC1,-5.5
C[C@H]1CN([C@@H](C)CO)C(=O)c2cccc(NC(=O)Nc3ccc(F)cc3)c2O[C@@H]1CN(C)S(=O)(=O)c1ccc(Cl)cc1,20.7
C[C@H](CO)N1C[C@H](C)[C@@H](CN(C)S(=O)(=O)c2ccc(Cl)cc2)Oc2c(NC(=O)Nc3ccc(F)cc3)cccc2C1=O,19.9
CCCNC(=O)NS(=O)(=O)c1ccc(Cl)cc1,-2.1

(cont.)
mol,U2OS ROS induce
C[C@@H]1CN([C@@H](C)CO)C(=O)c2cc(NS(C)(=O)=O)ccc2O[C@@H]1CN(C)C(=O)Nc1ccc(F)cc1,12.9
C[C@H](CO)N1C[C@H](C)[C@H](CN(C)C(=O)Nc2ccccc2)Oc2ccc(NC(=O)CCN3CCOCC3)cc2CC1=O,9.4
C[C@@H]1CN([C@H](C)CO)C(=O)c2cc(NS(=O)(=O)c3cccs3)ccc2O[C@H]1CN(C)Cc1ccncc1,26.0
Cc1ccc(S(=O)(=O)N(C)C[C@@H]2Oc3ccc(NS(=O)(=O)c4ccc(Cl)cc4)cc3C(=O)N([C@@H](C)CO)C[C@@H]2C)cc1,-12.9
C[C@@H]1CN([C@@H](C)CO)C(=O)c2cc(NC(=O)C3CC3)ccc2O[C@@H]1CN(C)C(=O)Nc1ccccc1,-9.1
O=C(NC1CCCCC1)c1cccc(Cn2cc(Cl)cn2)c1,-9.7
C=CC1(C)C[C@H](OC(=O)C(C)CO)[C@H]2C(=C)C(=O)O[C@@H]2C1C(=C)CO (some centres not stated),134.1*
CC(C)NC(=O)Nc1cccc2c1O[C@H](CN(C)S(=O)(=O)c1ccccc1)[C@H](C)CN([C@H](C)CO)C2=O,-4.1
CNC(=S)N1N=C(c2ccccc2)CC1c1cc2ccc(C)cc2nc1Cl (configuration not stated),-0.3
C[C@H]1CN([C@@H](C)CO)C(=O)c2cc(NC(=O)c3ccncc3)ccc2O[C@@H]1CN(C)Cc1ccccc1,0.2
O=S1(=O)CC(O)C(S(=O)(=O)c2ccc(Cl)cc2)C1 (configuration not stated),-5.9
CCOC(=O)C1=C(SCC(=O)Nc2ccccc2)NC(=O)C(C#N)C12CCCCC2 (configuration not stated),-13.8
Cc1cc(C)cc(NC(=O)Cc2cccs2)c1,-7.8
CC(=O)S[C@@H]1CC2=CC(=O)CC[C@]2(C)[C@H]2CC[C@@]3(C)[C@@H](CC[C@@]34CCC(=O)O4)[C@H]12,17.8
Clc1ccc2nc(Cl)cc(-c3ccccc3)c2c1,45.8
CC(C)NC(=O)Nc1ccc2c(c1)C(=O)N([C@H](C)CO)C[C@H](C)[C@H](CN(C)C(=O)NC1CCCCC1)OCCCC[C@@H](C)O2,14.2
O=C(Cn1c(C(F)(F)F)nc2ccccc21)NCCN1CCOCC1,-4.4
Cc1nnc(SCC(=O)Nc2sc3c(c2C#N)CCC(C(C)(C)C)C3)s1 (configuration not stated),0.0
O=C(Nc1ccc2c(c1)OCO2)c1ccncc1,-17.8
C=C(CC/C=C(\C)C(=O)O)C1(O)CC=C(C)CC1 (configuration not stated),-1.5
O=C(NCc1cccnc1)NC1(c2ccccc2)CC1,-4.4
Cc1ccc(S(=O)(=O)Nc2ccc3c(c2)CC(=O)N([C@H](C)CO)C[C@@H](C)[C@H](CN(C)S(=O)(=O)c2ccc(C)cc2)O3)cc1,26.1
CC(C)NC(=O)Nc1cccc2c1O[C@H](CN(C)S(=O)(=O)c1cn(C)cn1)[C@@H](C)CN([C@@H](C)CO)C2=O,-10.8
COc1ccc2c(c1)c(=O)oc1c(C)c3occ(C)c3cc12,-10.4
COc1ccc(CN(C)C[C@H]2Oc3c(NC(=O)Nc4ccc(C(F)(F)F)cc4)cccc3C(=O)N([C@@H](C)CO)C[C@@H]2C)cc1,14.0
Cn1cc(/C=N\NC(=O)c2ccccc2O)c2ccccc21,-9.6
C[C@@H]1CN([C@@H](C)CO)C(=O)c2cc(NC(=O)C3CCCCC3)ccc2O[C@@H]1CN(C)CC1CC1,?
COC(OC)C1(C)NC(=O)c2ccccc2N1 (configuration not stated),-9.1
C[C@H](CO)N1C[C@H](C)[C@@H](CN(C)S(=O)(=O)c2ccc(Cl)cc2)Oc2c(NS(=O)(=O)c3ccc(F)cc3)cccc2C1=O,-1.2
COc1ccc(-c2nc(SCC(=O)Nc3ccc(Br)c(C)c3C)n[nH]2)cc1,-14.4

Reprinted from the part before: 2 entries, then new ones.
mol,U2OS ROS induce
C[C@H](CO)N1C[C@H](C)[C@@H](CN(C)S(=O)(=O)c2ccc(Cl)cc2)Oc2c(NS(=O)(=O)c3ccc(F)cc3)cccc2C1=O,-1.2
COc1ccc(-c2nc(SCC(=O)Nc3ccc(Br)c(C)c3C)n[nH]2)cc1,-14.4
Cc1c(Br)c([N+](=O)[O-])nn1CC(=O)Nc1cccc(C(F)(F)F)c1,-3.4
COCC1OC(OC(C)(C)C2CCC3(C)C(O2)C(O)CC2(C)/C(=C4\CCC(O)C(C)(CCC(O)C(C)(C)O)C4)CCC23)C(NC(C)=O)C(O)C1O (configuration not stated),-1.1
CSc1ccccc1NC(=O)CN(c1cccc(C)c1)S(C)(=O)=O,-4.0
Cc1ccc(C(=O)Nc2cccc(-c3nc4ccccc4o3)c2)cc1,7.7
C[C@@H]1CN([C@H](C)CO)C(=O)c2cccc(NS(=O)(=O)c3ccc(Cl)cc3)c2O[C@H]1CN(C)Cc1ccc(C(=O)O)cc1,-4.5
COc1ccc(NC(=O)N(C)C[C@@H]2Oc3ccc(NC(=O)Nc4ccc(F)cc4)cc3C(=O)N([C@H](C)CO)C[C@H]2C)cc1,-13.2
C[C@H]1CN([C@@H](C)CO)C(=O)c2cc(NC(=O)CCCN(C)C)ccc2O[C@@H]1CN(C)C,-9.7
CC(C)(C)OC(=O)NC1(/C=N/NC(=O)c2ccccc2O)CCCC1,-7.5
C[C@@H]1CN([C@H](C)CO)C(=O)c2cc(NC(=O)CCC(F)(F)F)ccc2O[C@@H]1CN(C)C(=O)Nc1cccc2ccccc12,7.3
CN(CC(=O)O)S(=O)(=O)c1ccc(F)c2ccccc12,-9.1
C[C@H]1CN([C@@H](C)CO)C(=O)c2cc(NC(=O)C3CCCCC3)ccc2O[C@H]1CN(C)C(=O)Nc1ccc2c(c1)OCO2,-10.7
Cc1cc(C(=O)Nc2cccc3c2O[C@@H](CN(C)S(=O)(=O)c2ccc(Cl)cc2)[C@H](C)CN([C@H](C)CO)C3=O)n(C)n1,-0.4
Cc1ccc(Oc2ccc(NC(=O)CN3C(=O)C4C5C=CC(C6CC56)C4C3=O)cc2)cc1 (configuration not stated),5.5
CN(C(=O)CSc1ccc(C(F)(F)F)cn1)c1c2c(nn1C)CCCC2,-13.5
O=C(N/N=C/c1ccc(O)cc1)c1ccccc1O,-5.5
O=C(CCCN1CC=C(n2c(=O)[nH]c3ccccc32)CC1)c1ccc(F)cc1,10.5
C[C@@H]1CN([C@H](C)CO)C(=O)c2cccc(NC(=O)Nc3ccccc3)c2O[C@H]1CN(C)C,-2.9
C[C@@H]1CN([C@@H](C)CO)C(=O)CCCn2nncc2CO[C@@H]1CN(C)C(=O)Nc1ccccc1C(F)(F)F,12.0
COc1ccc(NC(=O)Nc2cccc3c2O[C@@H](CN(C)C(=O)Nc2c(C)noc2C)[C@H](C)CN([C@@H](C)CO)C3=O)cc1,-3.7
O=C(O)/C=C/c1ccc(Cn2ccnc2)cc1,-9.3
C[C@@H]1CCCCO[C@@H](CN(C)C(=O)Nc2ccccc2)[C@@H](C)CN([C@H](C)CO)C(=O)c2cc(NC(=O)CCC(F)(F)F)ccc2O1,95.1*
Cc1noc(C)c1NC(=O)Nc1ccc2c(c1)CC(=O)N([C@@H](C)CO)C[C@@H](C)[C@@H](CN(C)C(=O)Nc1cccc3ccccc13)O2,-17.8
COc1ccc([C@@H]2O[C@@H](c3ccc(OC)c(OC)c3)[C@@H](C)[C@@H]2C)cc1OC,-2.8
Cc1noc(C)c1S(=O)(=O)Nc1ccc2c(c1)C(=O)N([C@H](C)CO)C[C@@H](C)[C@H](CN(C)S(=O)(=O)c1ccccc1)O2,3.1
C[C@@H]1CN([C@H](C)CO)C(=O)c2cccc(NC(=O)C3CC3)c2O[C@H]1CN(C)S(=O)(=O)c1ccc(F)cc1,-8.5
C[C@H](CO)N1C[C@H](C)[C@H](CN(C)C)Oc2ccc(NS(=O)(=O)c3ccc(F)cc3)cc2C1=O,20.6
COC(=O)C1=CO[C@@H](O[C@@H]2O[C@H](CO)[C@@H](O)[C@H](O)[C@H]2O)[C@@H]2[C@@H](CO)C=C[C@H]12,-7.1
C[C@@H]1CN([C@H](C)CO)C(=O)c2cccc(NS(=O)(=O)c3ccc(Cl)cc3)c2O[C@@H]1CN(C)Cc1ccc(C(=O)Nc2ccccc2N)cc1,42.2
C[C@@H]1CN([C@@H](C)CO)C(=O)c2cc(NC(=O)CCC(F)(F)F)ccc2O[C@H]1CN(C)S(C)(=O)=O,-1.9
COc1ccc(NC(=O)N(C)C[C@H]2Oc3ccc(NC(=O)CCCCCC(=O)Nc4ccccc4N)cc3CC(=O)N([C@@H](C)CO)C[C@H]2C)cc1,46.6
C[C@@H]1CN([C@H](C)CO)C(=O)Cc2cc(NS(=O)(=O)c3ccccc3)ccc2O[C@@H]1CN(C)S(=O)(=O)c1ccccc1,13.2
